# Assay outcomes as filed in PubChem.
# Epigenetic mod: qHTS Assay for Epigenetic Modulators. 0.09% of 68,000 active. AID 597, 2007. mouse C127i GFP locus derepression, cytometry, 30 h. Potency, µM (top dose mostly 46.1 µM), for the others: at the highest dose GFP derepression (activation); note: % of control where 0% means no effect
#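 Locus derepression in mouse mammary C127i cells whose integrated CMV-GFP reporter is normally silent; GFP expression after 30 h compound treatment was quantified by counting fluorescent cells.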
# DNA Pol III inh: qHTS Assay for Inhibitors of DNA Polymerase III Holoenzyme System. reconstituted DNA polymerase III holoenzyme replication, biochemical. Potency, µM (highest dose often 57.1 µM), for the others: at the highest dose activity change, negative = inhibition. 0.25% of 71,000 active. AID 603, 2007; note: potency is the fitted concentration of half-maximal effect; % is set by controls: 0 for no effect and ±100 for the full control effect
#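 Reconstituted *E. coli* holoenzyme (0.35 nM Pol III, 1 nM beta, 154 nM SSB, 2 nM primase) was preincubated with compound for 15 min at RT. Synthesis on 1.4 nM ssM13Gori ran 35 min, then was stopped with PicoGreen/EDTA and read as dsDNA fluorescence.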
# CRE-bla Fsk: Cell signaling CRE-BLA (Fsk stim) | CHO CRE-bla reporter (cAMP response element driving beta-lactamase), forskolin EC10, beta-lactamase ratio | Potency, µM (highest dose often 38.2 µM), inactives show top-dose activity change, negative = inhibition, most hits filed as activators | 2.5% of 71,000 active | AID 662, 2007; active = well fitted activation curve with a large enough effect in the signal ratio, with a control signal flat, not every such curve was filed as active; inconclusive = small, poorly fitted or top-dose-only effect, or effect the other way, or a change in a side signal; the % refers to the signal ratio; note: potency is the fitted concentration of half-maximal effect; % of control where 0% means no effect
#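 Forskolin analogue NKH 477 at EC10 stimulated CRE-driven beta-lactamase in CHO cells alongside compound dilution series. Beta-lactamase was measured with CCF4, excitation 405 nm, emission ratio 460/530 nm.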
# Hsp90 Hop PPI: qHTS Assay for Disrupters of an Hsp90 Co-Chaperone Interaction; Hsp90 C-terminal peptide / TPR2A (Hop) interaction, human; AlphaScreen TPR2A-His6 binding biotin-Hsp90 C-terminal peptide; Potency, µM (doses to about 57 µM), for the others: at the top dose activity change, negative = inhibition; 0.44% of 71,000 active; active = well fitted curve in either direction with a large enough effect; inconclusive = small, poorly fitted or top-dose-only effect, or another doubt; note: potency is the fitted concentration of half-maximal effect; % is set by controls: 0 for no effect and ±100 for the full control effect; many of its hits are not listed in these tables
# HBB splice mod: qHTS Assay for Modulators of Hemoglobin Beta Chain Splicing. 0.06% of 65,000 active. Potency, µM (series often up to 46.1 µM), without a hit: at the highest dose activation, hits mostly activators. HBB splicing reporter cell assay, activation; EGFP reporter with mutant IVS2-654 intron; response scale: normalised to 500 nM splice-correcting PNA; note: potency is the fitted concentration of half-maximal effect; 0% is about no effect
#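 HeLa cells stably expressing EGFP interrupted by mutant beta-globin intron 2 (IVS2-654), 500/well in 2% FCS. Treated with compound for 2 days at 37C. Splicing correction scored as total well GFP intensity (488 nm excitation, 500-520 nm emission); 500 nM antisense PNA served as control.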
# BRCT PPI red: qHTS Assay for Inhibitors of BRCT-Phosphoprotein Interaction (Red Fluorophore) | BRCT-phosphopeptide binding, red fluorescence polarization | Potency, µM (series often up to 76.9 µM), for the others: at the highest dose activity change, negative = inhibition, actives largely listed as inhibitors | 0.03% of 75,000 active | AID 892, 2007; note: % is set by controls: 0 for no effect and ±100 for the full control effect
#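 Rhodamine-labelled pBACH1 10-mer (100 nM) bound to BRCT domain (100 nM) at pH 7.3; compounds incubated 12 min room temperature, polarization read. Free peptide defines full inhibition; unlabelled decapeptide titrated as control.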
# Ub-GFP proteasome: Ubiquitin-GFP Assay. Ubiquitin-GFP reporter cells, proteasome inhibition, GFP fluorescence; response scale: untreated = 0%, 10 µM MG-132 = 100%. Potency, µM (series often up to 45.9 µM), for inactives: top-dose activation (GFP accumulation), usual class: activators. 67,000 tested, under 10 active; active = well fitted activation curve with a large enough effect, not every such curve was filed as active; inconclusive = small, poorly fitted or top-dose-only effect, or another doubt; inactive = no such curve, though single readings can be large or run the other way; note: potency is the fitted concentration of half-maximal effect
#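 U2OS cells expressing ubiquitin(G76V)-GFP, seeded overnight in 0.5% FBS medium, then treated 4 hr at 37 C across 46 uM to 2.9 nM. GFP-positive cells counted by laser cytometry (488 ex/515 em); %activity scaled between basal and 10 uM MG-132.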
# A350 fluor: qHTS Assay for Spectroscopic Profiling in A350 Spectral Region; Compound autofluorescence, 340/450 nm, Alexa 350 dye-equivalents; hits give high values; max dye-equivalent concentration, M; 11% of 59,000 active; AID 590, 2007; in the data active = max dye-equivalent concentration above about 10 nM; inconclusive = mostly about 1.1 nM to 9.6 nM
# ALOX15 inhib: qHTS Assay for Inhibitors of 15-hLO (15-human lipoxygenase); Polyunsaturated fatty acid lipoxygenase ALOX15 (Homo sapiens), P16050; purified 15hLO-1, xylenol orange hydroperoxide absorbance; Potency, µM (highest dose often 57.1 µM), inactives show at the highest dose activity change, negative = inhibition, usual class: inhibitors; 1.4% of 74,000 active; AID 887, 2007; note: potency is the fitted concentration of half-maximal effect; % is set by controls: 0 for no effect and ±100 for the full control effect; nearly all actives have a fitted effect of over 55% in size
#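 Inhibition is scored from a chromogenic endpoint. After 15 min enzyme-compound contact, arachidonic acid (50 uM final) reacts 6 min with 40 nM 15hLO-1 at room temperature, then Fe-XO reagent is added for 30 min and absorbance ratio recorded.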
# 4-MU autofl: qHTS Assay for Spectroscopic Profiling in 4-MU Spectral Region; compound autofluorescence, 340/450 nm, 4-MU equivalents; hits give high values; max dye-equivalent concentration, M; 11% of 59,000 active; in the data active = max dye-equivalent concentration above about 10 nM; inconclusive = mostly about 1.1 nM to 9.6 nM
#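 Intrinsic fluorescence at 340/450 nm (ex/em) was read after 15 min at room temperature in pH 8.0, 100 mM Tris. Each compound concentration expressed as 4-MU-equivalent concentration from a six-point 4-MU standard series on each plate.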
# BRCT inh green: qHTS Assay for Inhibitors of BRCT-Phosphoprotein Interaction (Green Fluorophore). Breast cancer type 1 susceptibility protein (Homo sapiens), P38398. BRCA1 BRCT-phosphopeptide binding, green fluorescence polarization. Potency, µM (titrated, usually from 76.9 µM), without a hit: at the highest dose activity change, negative = inhibition, most hits filed as inhibitors. 0.05% of 75,000 active. AID 875, 2007;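 note: potency is the fitted concentration of half-maximal effect; plate controls were peptide without protein for full effect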
#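 Compounds were incubated for 12 min at room temperature with a complex of 100 nM fluorescein-tagged pBACH1 decapeptide and 250 nM His-tagged BRCT protein. Buffer was phosphate pH 7.3 with EDTA, DTT and Tween 20. Disruption of binding lowers the polarization signal.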
# * hit, by the source's call; i = inactive; ? = inconclusive; · = not tested or not shown; [ ] = remark or other dose. Unless noted, calls come from the whole dose curve; as a rule, active = well fitted curve in the direction sought with a large enough effect; inconclusive = small, poorly fitted or top-dose-only effect, or another doubt; inactive = no such curve, though single readings can be large; an effect the other way counts as inactive or inconclusive.
item	canonical_smiles	BRCT PPI red	Ub-GFP proteasome	A350 fluor	BRCT inh green	HBB splice mod	Hsp90 Hop PPI	ALOX15 inhib	DNA Pol III inh	4-MU autofl	CRE-bla Fsk	Epigenetic mod
1	COc1ccccc1S(=O)(=O)Cc1ccc(C(=O)NCc2cccnc2)o1	0.7%	-11%	·	-3.0%	-0.8%	-4%[2.3 µM]	5%	-9%	·	3%	·
2	COC(=O)Nc1nc2c(C)cccc2s1	-0.2%	0%	i	1.6%	1.0%	-11%	-14%	1%	i	-2%	-2%
3	Cc1ccccc1-c1nc(N2CCN(C)CC2)c2ccccc2n1	-0.3%	-7%	?	1.3%	0.2%	-1%	-29%	-6%	?	?	2%[9.22 µM]
4	CCOc1cc(C(=O)Nc2ccc3c(c2)OCO3)ccc1OC(F)F	-2.4%	2%	?	-6.7%	-4.2%	-6%	-26%	-10%	i	16%	0%
5	Cn1nnnc1SCC(=O)N1CCN(C(c2ccccc2)c2ccccc2)CC1	0.2%	-11%	i	0.0%	-0.2%	-7%	2%	-2%	i	-16%	-2%
6	CC1=C(C(=O)OCc2ccc3c(c2)OCO3)C(c2ccc(Cl)cc2)NC(=O)N1 (configuration not stated)	-0.6%	5%	·	-0.2%	-1.2%	-4%	-21%	-1%	·	?	2%
7	O=C(COc1ccc(Br)cc1)Nc1ccc(-c2nnc(-c3ccco3)o2)cc1	-1.5%	7%	i	-4.3%	0.5%	-1%	-15%	7%	i	?	0%
8	COc1cccc(-n2nnc3c(=O)n(Cc4c(F)cccc4Cl)cnc32)c1	-1.8%	-10%	i	-0.6%	0.0%[1.84 µM]	0%	1%	0%	i	?	0%
9	CC(c1ccccc1F)n1cc(C(=O)NCc2ccncc2)nn1 (configuration not stated)	0.7%	-1%	?	-2.0%	0.1%	-2%	1%	-2%	i	-8%	1%
10	Cn1c(=O)[nH]c(=O)c2c1nc(Br)n2CCC(=O)c1ccccc1	-0.7%	-2%	?	-3.2%	-2.5%	-2%	1%	-8%	?	8%	-1%
11	COc1ccccc1OCc1nc(C#N)c(N2CC(C)CC(C)C2)o1 (configuration not stated)	0.5%	-2%	·	0.1%	0.3%	?	-13%	-8%	·	?	0%
12	CCOC(=O)c1ccc(NC(=O)COc2ccc(-n3cnnn3)cc2)cc1	-0.7%	1%	8.7e-08M*	1.0%	2.0%	-7%	-13%	-6%	8.1e-08M*	-6%	0%
13	COc1ccc2oc(C(=O)C3CC3)c(NC(=O)CCCN3C(=O)c4ccccc4C3=O)c2c1	0.4%	0%	·	1.6%	-0.7%	-3%	7%	-2%	·	5%	·
14	Nn1c(Nc2ccccc2)nc2ccccc21	-1.5%	17%	·	-1.6%	-1.5%	-2%	7%	-3%	·	-2%	-2%
15	CS(=O)(=O)Nc1ccc(C(=O)NCc2cccnc2)cc1	0.6%	-3%	?	-2.3%	-2.3%	-4%	-1%	7%	?	0%	0%
16	CC(C)(C)SCCNC(=O)c1ccc(NS(C)(=O)=O)cc1	-0.7%	23%	i	-0.9%	-0.3%	1%	3%	-4%	i	8%	-3%
17	CCOc1ccc(CCNC(=O)CN(C)S(=O)(=O)c2cccc3nsnc23)cc1OCC	-0.8%	6%	i	-0.6%	-1.3%	-2%	2%	-2%	i	?	-3%
18	CCOc1ccc(C(C)NC(=O)CCC(=O)O)cc1 (configuration not stated)	-0.1%	4%	·	-0.1%	-0.4%[9.22 µM]	-3%	6%	4%	·	-2%	0%
19	CSc1ccc(-c2nc(CSCC(=O)N3CCOCC3)c(C)o2)cc1	1.7%	13%	i	-1.6%	-1.3%	-6%	7%	-2%	i	6%	0%
20	c1ccc(COc2ccc(OCCCn3cncn3)cc2)cc1	0.8%	0%	i	-0.5%	2.8%	-1%	18%	2%	i	3%	5%
21	O=C(Nc1cccc2c1CCCC2)c1ccc(Br)o1	-2.8%	-5%	·	-0.5%	3.3%	-2%	-10%	-2%	·	2%	9%
22	CC1=C(C(=O)Nc2ccccc2C)C(c2ccc(C)o2)C2=C(CCCC2=O)N1 (configuration not stated)	-0.3%	6%	3.1e-08M*	-1.0%	-0.2%[57.5 µM]	-2%	-10%	0%	3.1e-08M*	?	0%
23	COC(=O)c1ccc2c(c1)nc(C)n2CCO	-2.2%	4%	i	-1.1%	·	-3%	11%	1%	i	4%	0%
24	Cc1onc(-c2ccccc2)c1C(=O)Nc1nc(-c2cc(F)ccc2F)cs1	0.5%	4%	?	-3.0%	-3.6%	-5%	5%	6%	i	?	-2%
25	CCOC(=O)C(O)(NC(=O)c1cccnc1)C(F)(F)F (configuration not stated)	0.6%	0%	i	-1.5%	1.2%[57.5 µM]	?	2%	-7%	i	-8%	0%
26	CCCSc1ncnc2c1oc1ccccc12	-1.2%	-5%	i	-0.8%	1.5%	5%	-8%	1%	i	?	11%
27	CCCCOC(=O)Cn1c(=N)n(CCN2CCOCC2)c2ccccc21	-0.2%	0%	i	-1.2%	-2.0%	-9%	-5%	-6%	i	?	3%
28	O=C(C1CCC(C(=O)N2CCCCC2)CC1)N1CCCCC1 (configuration not stated)	0.8%	-2%	i	0.7%	3.5%	-3%	5%	-2%	i	0%	0%
29	CCCc1nc2oc3c(NCC4CCCO4)ncnc3c2c2c1COC(C)(C)C2 (configuration not stated)	-0.9%	-2%	i	-1.4%	0.5%[57.5 µM]	-4%	0%	-10%	i	?	4%
30	O=C(CCCCn1c(=O)[nH]c2ccccc2c1=O)NCc1ccc2c(c1)OCO2	-0.4%	3%	i	-1.8%	-0.5%	?	11%	-1%	i	-21%	1%
31	O=C(OCC(=O)N1CCCC1)c1cccs1	0.7%	1%	i	-2.4%	-0.1%	-1%	8%	-7%	i	3%	0%
32	CCc1ccc(NS(=O)(=O)c2ccc3[nH]cc(C(=O)NCC4CCCO4)c(=O)c3c2)cc1 (configuration not stated)	0.6%	-2%	i	6.5%	-4.7%	0%	-16%	0%	i	?	1%
33	CNC(=O)CC(C(=O)O)c1ccc(OCC(C)C)cc1 (configuration not stated)	0.7%	-2%	i	-2.0%	0.2%[57.5 µM]	0%	17%	1%	i	1%	9%
34	O=C(C1CCCCC1)N1CCC(n2nnc3ccccc32)CC1	-0.4%	-2%	?	-2.5%	·	-3%	-2%	-6%	?	1%	-1%
35	CCCCOC(=O)c1cc2c(cn1)[nH]c1ccccc12	-0.5%	6%	·	0.4%	·	-5%	7%[25.6 µM]	-6%	·	?	1%
36	O=C(Nc1ccc2c(c1)OCCO2)C1CCN(S(=O)(=O)c2cccc3nsnc23)CC1	0.2%	1%	?	-2.3%	1.3%	2%	-5%	-5%	i	-4%	-4%
37	O=C(COC(=O)C1CCC1)Nc1ccc(OC(F)F)cc1	-1.3%	2%	?	-1.9%	0.2%	-2%	3%	-4%	?	-8%	5%
38	O=C(O)c1ccc(C(=O)c2ccccc2C(=O)O)cc1C(=O)O	4.2%[15.4 µM]	2%[9.17 µM]	i	-3.8%[15.4 µM]	-1.0%[9.22 µM]	-4%[11 µM]	-25%[11.4 µM]	4µM*	i	3%[7.6 µM]	3%[9.22 µM]
39	COc1ncc2nc(-c3ccc(F)cc3)c(=O)n(CCc3ccccc3)c2n1	0.5%	4%	?	-1.7%	2.3%	-1%	1%	5%	?	?	3%[9.22 µM]
40	COc1cc(OC)c(OC)cc1CNc1cc(C)ccc1OC	-0.7%	-7%	·	0.0%	-0.4%[9.22 µM]	?	-3%	-2%	·	20%	2%
41	CCOc1cc2[nH]c(=O)n(Cc3cccc(OC)c3)c(=O)c2cc1OCC	0.5%	-4%	i	0.9%	0.0%	-1%	7%	2%	i	?	-4%
42	O=C(O)c1ccccc1-c1ccccc1C(=O)Nc1ccc2c(c1)Cc1ccccc1-2	-0.8%[15.4 µM]	5%[9.17 µM]	i	-1.5%[15.4 µM]	2.1%[9.22 µM]	-5%[11 µM]	3%[11.4 µM]	-8%[11.4 µM]	i	2%[7.6 µM]	9%[9.22 µM]
